Source: PubChem BioAssay (National Center for Advancing Translational Sciences (NCATS))
MCF10A rereplic: DNA re-replication induction in MCF 10a cells; MCF 10A DNA re-replication, Hoechst nuclear intensity, 48 h; Potency, µM (highest dose often 46.1 µM), inactives show at the highest dose activity, positive = re-replication, actives largely listed as activators; 350,000 tested, 2.9% active; also: potency is read from the fitted curve at half-maximal effect; % of control where 0% means no effect; nearly all actives have a fitted effect of over 50% in size
HT1080-NT tox: kills 2HG-producing HT-1080-NT fibrosarcoma cells; HT-1080-NT fibrosarcoma viability, CellTiter-Glo ATP luminescence, 48 h; Potency, µM (highest dose often 46.1 µM), for inactives: at the top dose activity, negative = less viability, most hits filed as cytotoxic; 360,000 tested, 1.6% active;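 also: NT is the 2HG producing partner of a matched IDH1 knockdown line; potency is read from the fitted curve at half-maximal effect; 0% = DMSO-treated cells and -100% = media-only wells without cells; nearly all actives have a fitted effect of over 55% in size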
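A 48-hour cytotoxicity screen used HT-1080-NT cells plated 2 hours before compound delivery. ATP-based CellTiter-Glo luminescence measured viability, normalized to DMSO and no-cell controls.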
HT1080 IDH1KD tx: kills HT-1080 cells with IDH1 knockdown; HT-1080 IDH1 knockdown viability, ATP luminescence, 48 h; Potency, µM (top dose mostly 46.1 µM), inactives show at the top dose activity, negative = toxicity, most hits filed as cytotoxic; 360,000 tested, 2% active; AID 686971;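 also: potency is read from the fitted curve at half-maximal effect; 0% = DMSO wells and -100% = cell-free medium wells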
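HT-1080-IDH1KD cells (IDH1 knocked down), 750/well in RPMI with 5% FBS, treated with compound 48 h at 37 degrees C. Viability by CellTiter-Glo luminescence, normalised to DMSO and no-cell wells; concentration-response curves classed.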
SW480 rerep: induces DNA re-replication in SW480 colon adenocarcinoma cells. SW480 DNA re-replication, Hoechst DNA content imaging, 48 h. Potency, µM (highest dose often 46.1 µM), for inactives: at the highest dose re-replication activation, hits mostly activators. 340,000 tested, 1.8% active. AID 624297; also: potency is read from the fitted curve at half-maximal effect; % of control where 0% means no effect; nearly all actives have a fitted effect of over 55% in size
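Readout is total intensity of Hoechst-stained nuclei, excited at 405 nm and collected at 500-530 nm. Compound treatment lasted 48 hr at 37 C in 5% CO2 before staining.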
IL-1B inflam inh: inflammasome signaling inhibition, IL-1 beta readout; 360,000 tested, 4.7% active; activity change, % at 57.5 µM; THP-1 LPS/ATP IL-1B secretion, AlphaLISA, 16 h; stronger effect = lower value; AID 743279; in the data active = activity change below about -50%; inconclusive = mostly about -30% to -49%; also: % is scaled to controls: 0 for no effect and ±100 for the full control effect
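THP-1 cells pretreated 1 hr with compounds (up to 57.5 uM final), then stimulated with LPS (250 ng/mL final) plus ATP (1.25 mM final); secreted IL-1B measured by AlphaLISA after 16 hr, decreased signal indicating inhibition.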
HEK293 tox: cytotoxicity counter-screen for GLP-1 receptor inverse agonists. 410,000 tested, 0.13% active. HEK293 cAMP-luciferase reporter cells, luminescence, 24 h. Potency, µM (doses to about 38.3 µM), without a hit: at the top dose activity change, negative = inhibition, usual class: inhibitors. AID 624418;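 also: loss of luciferase light is scored as toxicity; potency is read from the fitted curve at half-maximal effect; % is scaled to controls: 0 for no effect and ±100 for the full control effect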
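Step one: seed cells (200 cells/uL, DMEM with 10% Nu serum, 1% pen-strep). Step two: 12-hour incubation at 37 deg C. Step three: pin 23 nL compound, incubate 24 hr. Step four: add luciferase reagent, read luminescence 12 min later.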
KB-3-1 tox: kills parental KB-3-1 adenocarcinoma cells | KB-3-1 viability, CellTiter-Glo ATP luminescence, 72 h | Potency, µM (series often up to 46.1 µM), inactives show at the top dose activity change, negative = cytotoxic, usual class: cytotoxic | 400,000 tested, 1.4% active | AID 1347075; also: potency is read from the fitted curve at half-maximal effect; % is scaled to controls: 0 for no effect and ±100 for the full control effect; nearly all actives have a fitted effect of over 60% in size
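Multi-concentration cytotoxicity screen in KB-3-1 cells grown in DMEM lacking phenol red with 10% FBS. After 72 h at 37 °C with compound, ATP-dependent luminescence was recorded.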
KB-V1 MDR tox: kills drug-selected multidrug resistant KB-V1 cells; KB-V1 MDR cells viability, CellTiter-Glo, 72 h; 400,000 tested, 3.4% active; Potency, µM (highest dose often 46.1 µM), inactives show at the top dose activity change, negative = cytotoxicity, hits mostly cytotoxic; also: potency is read from the fitted curve at half-maximal effect; % is scaled to controls: 0 for no effect and ±100 for the full control effect; nearly all actives have a fitted effect of over 60% in size
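KB-V1 cells (P-gp-expressing MDR subline of KB-3-1) in phenol-red-free DMEM with 10% FBS were exposed to library compounds over a concentration series for 72 h at 37 degrees C. Viability read by CellTiter-Glo luminescence; concentration-effect curves fitted after normalization.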
D3 ag: D3 dopamine receptor (human) agonism | max activation, % | D3R DiscoveRx beta-arrestin cells, luminescence, 90 min | AID 652048 | P35462 | 410,000 tested, 0.58% active; in the data active = max activation above about 30%; also: 0% is about no effect; mostly tested at two doses, the higher about 12 µM
Target sequence (P35462 whole entry, looked up): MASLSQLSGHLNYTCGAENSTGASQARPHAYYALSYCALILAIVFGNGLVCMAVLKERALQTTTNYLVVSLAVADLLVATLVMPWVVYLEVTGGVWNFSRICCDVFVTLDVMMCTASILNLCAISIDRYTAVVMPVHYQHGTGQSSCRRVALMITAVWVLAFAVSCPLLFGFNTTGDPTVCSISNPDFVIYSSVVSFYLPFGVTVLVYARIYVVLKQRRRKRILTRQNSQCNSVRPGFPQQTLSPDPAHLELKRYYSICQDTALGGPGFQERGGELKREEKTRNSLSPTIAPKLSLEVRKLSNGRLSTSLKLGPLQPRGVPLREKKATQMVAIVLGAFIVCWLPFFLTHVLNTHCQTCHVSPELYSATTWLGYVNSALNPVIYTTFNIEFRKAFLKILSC
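Agonist-mode cell screen: cells plated at 1500/well and incubated overnight at 37 °C, then exposed to library compounds for 90 min at 37 °C. Detection reagent was added for 30–60 min at room temperature, and luminescence was read.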
Starred values were filed as active, the others as inactive; ? = inconclusive; · = not tested or not shown; & = joins results of further samples; [ ] = another dose, or the depositor's remark. Unless noted, calls follow the shape of the dose curve; as a rule, active = well fitted curve in the direction sought with a large enough effect; inconclusive = small, poorly fitted or top-dose-only effect, or another doubt; inactive = no such curve, though single readings can be large; an effect the other way counts as inactive or inconclusive.

Every second line gives: MCF10A rereplic	HT1080-NT tox	HT1080 IDH1KD tx	SW480 rerep	IL-1B inflam inh	HEK293 tox	KB-3-1 tox	KB-V1 MDR tox	D3 ag
(1) CC1CCCN(C(=O)COc2ccc(NC(=O)c3cccs3)cc2)C1 (stereo not drawn)
    -6%	14%	15%	-4%	-57*	-5%[7.66 µM]	1%	?	-6
(2) O=C(Cc1ccc(NC(=O)C2CCN(C(=O)C3CCCC3)CC2)cc1)Nc1cccc(C(=O)N2CCCCC2)c1
    -30%[inhibitor]	4%	5%	-2%	-3	0%	0%	0%	11
(3) CSc1ccc(NC(=O)C(C)N2CCN(C)CC2)cc1 (stereo not drawn)
    3%	21%	22%	-9%	38	7%	-8%	-6%	-5
(4) CC(C)COc1ccc(C(=O)NC(Cc2c[nH]c3ccccc23)C(=O)NN)cc1 (stereo not drawn)
    -7%	-19%	-23%	-7%	-15	-15%	0%	0%	0
(5) Cc1cc(OCc2nc(-c3ccc(NC(=O)c4cccnc4)cc3)no2)ccc1Cl
    5%	9%[9.24 µM]	11%	?	65	1%	2%	2%	22
(6) Cc1c(NC(=O)c2cccc(NC(=O)COc3ccccc3)c2)c(=O)n(-c2ccccc2)n1C
    -2%	12%	3%	-15%	6	0%	6%	8%	2
(7) CC(C)OC(=O)CSc1nnc(-c2ccc([N+](=O)[O-])cc2)o1
    -14%	27%	12%	2%	0	-11%	7%	4%	12
(8) Cn1cc(CC(=O)Nc2cccc(C#N)c2)c2ccccc21
    ?	7%	1%	-4%	4	-5%	1%	0%	4
(9) COCCNC(=S)N(CCc1c(C)[nH]c2ccc(Cl)cc12)Cc1cccs1
    ?	21µM*	?	?	-92*	?	?	?	0
(10) COc1cccc(-c2ncn(CCc3ccccc3OC)c2C(C)C)c1
    ·	13µM*	15µM*	·	-10	-17%	?	12µM*	6
(11) O=C(CSc1ncn(-c2ccccc2)n1)Nc1nc2ccccc2s1
    ?	-14%	-7%	19%	-5	6%	-19%	18µM*	0
(12) COc1c(F)c(F)c(C(=O)Nc2ccc(-c3nc4ccccc4[nH]3)cc2)c(F)c1F
    1%	0%	-2%	1%	9	1%	28%	0%	-3
(13) CCN(C(=O)CSc1nc2ccccc2c(=O)n1C(C)COC)C1CCS(=O)(=O)C1 (stereo not drawn)
    -4%	-2%	2%	-94%[inhibitor]	11	-16%	-6%	-4%	5
(14) CS/C(=N\S(=O)(=O)c1cccs1)Nc1ccc(F)cc1
    10%	0%	-7%	-2%	15	19%	1%	-3%	0
(15) CCN(CC)S(=O)(=O)c1ccc(Cl)c(NC(=O)CSc2nnc(-c3cccs3)o2)c1
    1%	2%	-1%	-1%	14	62%	-5%	-3%	2
(16) CCCC(=O)N1CCN(S(=O)(=O)c2cc(Cl)ccc2OC)CC1
    -3%	8%	7%	-1%	15	-10%	5%	-10%	0
(17) Cc1cccc(C)c1NC(=O)C1(C)CSCC(=O)N1CCc1ccccc1 (stereo not drawn)
    ·	6%	1%	·	5	2%	-9%	?	3
(18) Cc1cc2oc3ccc(NCCC4CCCN4C)cc3c(=O)c2cc1C (stereo not drawn)
    82%	?	?	?	?	?	0%	?	-37
(19) CCN(CC)C(=O)c1ccc2sc([C@H]3C[C@H](O)[C@@H](CO)O3)nc2c1
    ·	23%	6%	·	1	-6%	0%	-6%	5
(20) CCN(CC)S(=O)(=O)c1cc(NC(=O)COC(=O)CCc2nc3ccccc3s2)ccc1C
    5%	7%	-6%	-11%	0	3%	8%	-24%	9
(21) Cc1cccn2c(=O)c3cc(C(=O)NCCN4CCOCC4)c(=N)n(Cc4cccnc4)c3nc12
    ?	-11%	-10%	4.1µM*	?	271%[activator]	8.2µM*	21%	-11
(22) O=C(NCc1ccccc1)C1CCCN1S(=O)(=O)c1ccc(F)cc1 (stereo not drawn)
    -3%	14%	13%	-2%[9.22 µM]	23	1%	1%	-4%	16
(23) Cc1ccc(NC(=O)Cn2sc3ccccc3c2=O)cc1
    ·	-4%	?	·	-108*	-28%	2%	-5%	-5
(24) Cn1c(N)c(C#N)c(-c2ccccc2)c(C#N)c1=O
    ·	6%	19%	·	-3	-6%	0%	14%	4
(25) NCCSc1c(-c2ccc(F)cc2)[nH]c2ccccc12
    10%	-5%	-13%	3%	-71*	-21%	-9%	23%	-11
(26) Cc1ccc(-n2c(=O)c3ccccc3n(CC(=O)Nc3cccc(C(F)(F)F)c3)c2=O)cc1
    ·	·	·	·	·	-26%	-29%	?	7
(27) CC(=O)Oc1c(S(=O)(=O)c2ccccc2)c(C)nn1C(C)(C)C
    ?	-7%	-2%	-6%	29	0%	15%	5%	11
(28) COc1cc(NC(=O)c2ccccc2)c(OC)cc1NC(=O)CN1C(=O)N(C)C2(CCCCC2)C1=O
    3%	6%	0%	-2%	13	3%	14%	12%	19
(29) O=S(=O)(NCC1CCCO1)c1ccc(S(=O)(=O)N2CCCC2)cc1 (stereo not drawn)
    18%	-2%	6%	?	18	10%	19%	2%	5
(30) CCN(CC)c1ccc(S(=O)(=O)N2CCOCC2)cc1NC(=O)CNCc1cccc(Cl)c1
    4%	3%[9.24 µM]	-15%	8%	-6	-4%	?	?	2
(31) COc1cccc(NC(=O)c2ccc3snnc3c2)c1
    -2%	0%	-6%	-4%	-18	-8%	-6%	?	0
(32) COc1ccc(-n2c(=O)[nH]cc(C(=O)Nc3ccc4c(c3)OCCO4)c2=O)cc1OC
    -6%	11%	0%	-16%	-10	7%	18%	?	6
(33) O=C(Nn1cnc2ccccc2c1=O)c1ccccc1F
    -6%	-1%	-1%	1%	-12	4%	23%	16%	0
(34) COc1ccc(CN(Cc2ccccn2)C(=O)CN2C(=O)C(C)Oc3ccccc32)cc1 (stereo not drawn)
    28%	6%	10%	14%	-5	-16%	0%	2.1µM*	13
(35) CN(CCc1ccccc1)c1cc2c(c3c1ccn3C)C1CCC2C1 (stereo not drawn)
    ·	-18%	-22%	·	5	2%	0%	10%	-8
(36) COc1ccc(-c2ncncc2-c2csc(C)n2)c(O)c1
    2%	1%	7%	-7%	-3	-3%	5%	17%	-5
(37) CC(C)CCNc1nc(N2CCCC2)c2c(c1C#N)CCN(C)C2
    ?	-26%	-27%	?	?	-30%	?	?	-4
(38) CCN(CC)CC(C)CNC(=O)C1(O)c2ccccc2NC(=O)N1c1ccc(Cl)c(Cl)c1 (stereo not drawn)
    -12%	13%	16%	-11%	0	2%	2%	9%	-8
(39) CCOc1cc(/C=N/NC(=O)C(=O)NC2CC2)cc(Br)c1O
    2%	0%	6%	?	1	7%	23%	-2%	-1
(40) O=C(CSc1ccc(-c2ccco2)nn1)NCc1ccccc1
    -2%	13%	1%	-6%	0	-8%	11%	4%	9
(41) COc1cc(COc2ccc(-c3nnco3)cc2)ccc1OC(F)F
    -2%	17%	-7%	-37%	4	-17%	-3%	7%	25
(42) COc1ccc2cc(Br)ccc2c1CC(=O)NC(C)C
    -32%[inhibitor]	4%	10%	4%	-11	2%	-10%	?	-10
(43) COc1cc([N+](=O)[O-])cc(/C=N/NC(=O)c2cccnc2)c1O
    6.5µM*	0%	-2%	?	-3	4%	?	-27%	-10
(44) CC(C(=O)NC1CCCc2ccccc21)N1C(=O)C2CCCCC2C1=O (stereo not drawn)
    -2%	8%	4%	0%	10	-1%	9%	2%	-15
(45) O=C(Nc1ccc(Cl)cc1)NN1CC(=O)N(c2cccc(C(F)(F)F)c2)CC1=O
    1%	3%	16%	-5%	9	0%	19%	0%	4
(46) O=C(CSc1nc(-c2ccccc2)cc(C(F)(F)F)n1)N1CCOCC1
    4%	4%	1%	0%	-19	-21%	-8%	-17%	5
(47) Cc1ccc(CNC(=O)/C=C/c2ccc(S(=O)(=O)NCc3ccco3)cc2)cc1
    -2%	-4%	-5%	-3%	0	4%	-4%	9%	11
(48) O=c1c2ccccc2sc2nc(CCl)nn12
    ?	6.5µM*	4.6µM*	-2%	13	?	6.5µM*	?	-8
(49) O=C(CNC(=O)c1ccc2c(c1)OCO2)N/N=C/c1cccc([N+](=O)[O-])c1
    -4%	16%	16%	4%	30	-5%	1%	21%	1
(50) CCOc1ccc(NC(=O)CNC(=O)c2cn(-c3ccccc3OC)c(=O)c3ccccc23)cc1
    4%	14%	0%	-6%	2	-15%	12%	?	-2
(51) Cn1nc(C(=O)N2CCN(c3ccccc3)CC2)c2c1-c1ccccc1S(=O)(=O)C2
    12%	-1%	9%	-8%	?	-16%&-3%	-5%&6%	-11%&-4%	-2&7
(52) O=C(NC1CCN(Cc2ccccc2)CC1)c1ccc2c(c1)OCCCO2
    9%	-3%	-9%	-2%	4	-6%	5%	-15%	-25
(53) Cc1cccc(-n2ncc3c(NCCc4ccc(S(N)(=O)=O)cc4)ncnc32)c1
    ?	-15%	-20%	0%	-13	0%	6%	9%	-10
(54) O=C(NCC(=O)N(c1ccccc1)C(C(=O)NC1CCCCC1)c1cccnc1)c1cccs1 (stereo not drawn)
    -6%	28%	17%	-5%	3	4%	5%	9%	4
(55) O=C(CC1C(=O)NCCN1Cc1cccc(F)c1)NC1CCC1 (stereo not drawn)
    -3%	-6%	0%	?	-61*	4%	0%	0%	8

Compounds shown so far containing a cyano group (3):
Every second line gives: MCF10A rereplic	HT1080-NT tox	HT1080 IDH1KD tx	SW480 rerep	IL-1B inflam inh	HEK293 tox	KB-3-1 tox	KB-V1 MDR tox	D3 ag
(8) Cn1cc(CC(=O)Nc2cccc(C#N)c2)c2ccccc21
    ?	7%	1%	-4%	4	-5%	1%	0%	4
(24) Cn1c(N)c(C#N)c(-c2ccccc2)c(C#N)c1=O
    ·	6%	19%	·	-3	-6%	0%	14%	4
(37) CC(C)CCNc1nc(N2CCCC2)c2c(c1C#N)CCN(C)C2
    ?	-26%	-27%	?	?	-30%	?	?	-4
